# NPYLR7 ag: mosquito NPYLR7 agonism. HEK293T NPYLR7/Galpha15, GCaMP6s calcium fluorescence. activation, % at 10 µM. 270,000 tested, 0.15% active; in the data active means activation above about 40%;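 further: 0% = vehicle and 100% = reference agonist at the receptor; some compounds past the cut are filed as inactive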
# mcGAS inh: blocks mouse cGAS activity; 160,000 tested, 0.15% active; inhibition, % at 12.5 µM; recombinant cGAS, Kinase-Glo ATP depletion luminescence; Q8C6L5;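 further: 0% = negative control wells and 100% = reference inhibitor with no enzyme activity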
# hcGAS inh: blocks human cGAS activity; Q8N884; recombinant h-cGAS, ATP depletion, Kinase-Glo luminescence; inhibition, % at 12.5 µM; 290,000 tested, 0.081% active; AID 1259398;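 further: 0% = vehicle reaction and 100% = reaction without DNA for no activity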
# Target sequence (Q8N884 whole entry, looked up): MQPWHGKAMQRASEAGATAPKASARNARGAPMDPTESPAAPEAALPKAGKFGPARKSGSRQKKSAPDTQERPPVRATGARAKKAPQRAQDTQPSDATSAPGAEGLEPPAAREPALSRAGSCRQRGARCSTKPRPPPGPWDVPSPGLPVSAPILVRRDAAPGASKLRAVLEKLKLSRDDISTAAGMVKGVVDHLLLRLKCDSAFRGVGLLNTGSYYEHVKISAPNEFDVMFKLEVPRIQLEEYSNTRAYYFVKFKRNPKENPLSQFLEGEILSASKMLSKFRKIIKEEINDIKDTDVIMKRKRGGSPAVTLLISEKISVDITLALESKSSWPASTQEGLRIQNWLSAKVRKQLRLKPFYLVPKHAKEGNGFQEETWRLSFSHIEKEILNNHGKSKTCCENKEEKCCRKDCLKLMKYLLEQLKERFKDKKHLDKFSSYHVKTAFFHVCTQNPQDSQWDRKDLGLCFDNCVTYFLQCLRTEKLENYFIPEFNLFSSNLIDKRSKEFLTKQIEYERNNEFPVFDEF
# The depositor's hits bear a star; . = no result given; & = joins results of further samples. Unless noted, no stated cut-off is given here; in the data, active means inhibition above about 40%; inactive means the rest.
# Values in the order – NPYLR7 ag | mcGAS inh | hcGAS inh
CN(CC(=O)NC(C)(C)C)c1ncnc2sccc12
 : 7.5 | -7.7 | -4.5
CC1C(=O)N(c2ccc(F)cc2)CCN1C(=O)c1ccc([N+](=O)[O-])cc1 (stereo unspecified)
 : 2.1 | 0.0 | 3.1
Cc1ccc([N+](=O)[O-])cc1S(=O)(=O)N(Cc1nnc(-c2ccc(Cl)cc2)o1)C1CC1
 : -2.5 | -1.3 | 2.8
Cc1ccc(CN(Cc2ccccc2)C(=O)CN(CCN2CCOCC2)C(=O)Nc2ccccc2C)o1
 : -8.4 | -4.4 | -4.5
O=C1CCCN1C1CCCN(CCn2cc[nH]c2=O)C1 (stereo unspecified)
 : 5.2 | . | -8.1
CC(Oc1cccc(Cl)c1)C(=O)N1CCOC(COCc2cccc(C(F)(F)F)c2)C1 (stereo unspecified)
 : 4.1 | 1.5 | 5.4
C[C@@H]1CN(Cc2ccc3c(c2)CN(Cc2nc(-c4ccccc4)cs2)CCO3)C[C@H](C)O1
 : 3.3 | -19.0 | -6.9
CCc1ccccc1Nc1nnc(Cc2ccc(F)cc2)c(=O)[nH]1
 : 14.6 | . | -4.5
NC(=O)C1CCCN(Cc2nnc(-c3ccccc3)o2)C1 (stereo unspecified)
 : -11.1 | -2.8 | 0.9
CN(C(=O)C1(c2cccc(F)c2)CCOCC1)c1nc2ccccc2s1
 : 3.8 | . | -3.6
COc1ccc(NC(=O)NCCn2nc(-c3cccnc3)ccc2=O)c(OC)c1
 : 14.8 | . | -2.0
COc1ccc(CNC(=O)c2cccnc2N2CCN(C(=O)C3CC3)CC2)cc1
 : 23.5 | -9.5 | -7.9
CCC(C)N(Cc1sccc1C)C(=O)CCc1ccncc1 (stereo unspecified)
 : 0.8 | -10.3 | -3.1
CCOc1ccc(-c2cc(C(=O)NCc3cccc(F)c3F)c3ccccc3n2)cc1
 : -0.4 | -4.6 | -0.9
Cc1cc(C)cc(N2CCN(Cc3nc[nH]c3C)CC2=O)c1
 : 1.0 | . | -2.1
CNC(=O)NC(=O)CCSCCCc1ccccc1
 : 9.8 | -16.7 | -10.3
COC(=O)c1ccc2c(c1)N(C)C(=O)CO2
 : -5.9 | . | -3.7
Cc1ccc2[nH]c3c(=O)n(CC(=O)NC(C)C)cnc3c2c1
 : 2.3 | -7.6 | -4.3
Cc1nccc(-c2ccccc2)c1C(=O)NCC1(O)CCCNCC1 (stereo unspecified)
 : -1.2 | . | -4.5
COc1ccc(CCNC(=O)CCc2cc3c(n2-c2cc(OC)cc(OC)c2)-c2ccccc2CC3)cc1
 : -2.4 | -0.8 | -2.6
CCCCC(=O)Nc1ccc(NC(=O)CS(C)(=O)=O)cc1C
 : 28.9 | -18.1 | -5.9
COc1ccc(NC(=O)CN2C(=O)c3ccccc3NC23CCN(C)CC3)cn1
 : 49.4* | . | -12.0
CCCCCc1ccc(C(=O)Nc2cccc(-c3cccc(-c4ccc(OC)cc4)n3)c2)cc1
 : 22.0 | -5.4 | -8.2
C=CCn1c(SCc2ccc(Br)cc2)nnc1-c1cc(OC)cc(OC)c1
 : . | -8.9 | -9.2
O=C(CSc1nc2[nH]ncc2c(=O)[nH]1)Nc1ccccc1F
 : -2.6 | . | -3.6
COC(=O)C(C)Sc1nc2c(cnn2-c2cccc(Cl)c2)c(=O)[nH]1 (stereo unspecified)
 : . | -6.0 | -5.6
CCOc1ccc(CN(C)C(=O)COc2ccc(C)c3c2C(=O)CC3C)cc1 (stereo unspecified)
 : -4.6 | 2.4 | 3.8
Cc1cc(C)nc(C(C#N)C(=O)c2ccc(OC(C)(C)C)cc2)n1 (stereo unspecified)
 : 5.7 | . | -16.2
CCc1ccccc1-c1cncc(C(=O)O)c1
 : -4.7 | 2.8 | 0.4
COC(=O)C1C(O)=C(C=NCCc2ccc(OC)c(OC)c2)C(=O)CC1(C)C (stereo unspecified)
 : 6.1 | . | 1.5

# Exported with each value named: three of the compounds above.
Compound: C=CCn1c(SCc2ccc(Br)cc2)nnc1-c1cc(OC)cc(OC)c1
  NPYLR7 ag: . | mcGAS inh: -8.9 | hcGAS inh: -9.2

Compound: O=C(CSc1nc2[nH]ncc2c(=O)[nH]1)Nc1ccccc1F
  NPYLR7 ag: -2.6 | mcGAS inh: . | hcGAS inh: -3.6

Compound: COC(=O)C(C)Sc1nc2c(cnn2-c2cccc(Cl)c2)c(=O)[nH]1 (stereo unspecified)
  NPYLR7 ag: . | mcGAS inh: -6.0 | hcGAS inh: -5.6

# Further compounds follow:
# Values in the order – NPYLR7 ag | mcGAS inh | hcGAS inh
COCCOC(=O)C1=C(C)OC(=N)C(C#N)C1c1ccc(Br)cc1 (stereo unspecified)
 : -15.2 | -5.8 | -6.4
CCc1nc2ccc(C(=O)N(C)Cc3ccccc3)cn2c1N(C=O)CC
 : -4.8 | -2.8 | -1.4
CCc1[nH]c2c(CNS(=O)(=O)c3cnn(CC)c3)cc(F)cc2c1C
 : 0.1 | . | -2.4
CC1Cc2cc(/C=C3/SC(N4CCC(C(N)=O)CC4)=NC3=O)ccc2O1 (stereo unspecified)
 : 4.6 | -13.2 | -7.3
COc1cccc2cc(-c3nc4ccccc4[nH]3)c(=Nc3ccc(Cl)cc3Cl)oc12
 : 4.8 | -2.3 | -0.2
Cc1[nH]n2c(=O)c3c(nc2c1-c1ccccc1)CCCC3
 : 2.2 | -7.8 | -7.5
Cc1ccc2nc(CN(C)C(=O)c3cc(C)nc(C)n3)[nH]c2c1
 : 14.3 | . | -3.8
CCc1nc(C)c(C(=O)N2CCc3c(nc(C)nc3N(C)C)C2)o1
 : 16.4 | . | -3.8
COc1ccc(-c2nnc(-c3ccc(Br)o3)o2)cc1OC
 : 1.8&11.3 | . | -7.3&-10.5
COC(=O)CCCCCCC(=O)N1CC(=O)N2CCc3cc(OC)c(OC)cc3C2C1 (stereo unspecified)
 : 11.8 | -0.9 | -3.3
NC(C(=O)O)c1nn[nH]n1 (stereo unspecified)
 : -15.3 | . | -2.7
O=C(O)c1ccccc1CN(Cc1ccsc1)Cc1ccco1
 : -5.6 | . | 1.3
COc1ccc(CCNC(=O)Nc2ccc3nc([C@@H]4O[C@H](CO)[C@@H](O)[C@H](O)[C@H]4O)[nH]c3c2)cc1Br
 : 15.6 | -2.8 | -3.5
Cc1nn(-c2ccc([N+](=O)[O-])cc2)c2c1C(c1ccccn1)N1C(=N2)C(=O)Nc2ccccc21 (stereo unspecified)
 : -0.2 | . | -0.1
c1cn(Cc2ccc3c(c2)OCO3)c(-c2ccc(C3CCCCO3)o2)n1 (stereo unspecified)
 : -0.4 | -8.6 | -8.2
CO/N=C(/C(=O)NCCc1cccc(F)c1)c1csc(NC=O)n1
 : -3.5 | -5.4 | -9.2
O=S(=O)(O)c1nc2ccccc2[nH]1
 : -8.2 | . | -3.2
COc1ccc(NC(=O)N2CCc3ccccc3C2c2ccccc2Cl)c(OC)c1 (stereo unspecified)
 : 25.3 | -7.1 | -5.3
CCOC(=O)c1ccc(NC(=O)NCCN2CCN(c3nc(Cc4ccc(C)cc4)ns3)CC2)cc1
 : -6.6 | -5.2 | -4.8
Cc1cc(C)nc(NS(=O)(=O)c2ccc(NC(=O)NC(=O)N(C)S(C)(=O)=O)cc2)n1
 : 2.1 | 1.3 | 4.2
O=S(=O)(NCCNc1cc(-n2cccn2)ncn1)c1cccs1
 : -7.4 | -8.1 | -4.3
Cc1ccc(Cl)cc1NC(=O)Cn1nc2c3c4c(sc3ncn2c1=O)CCCCC4
 : -2.7 | -4.4 | -6.3
CC(C)N1C[C@H](O)C[C@H]1c1nnc2n1CCN(C(=O)CN1CCCC1=O)CC2
 : . | -4.8 | -11.4
CSc1ccccc1NC(=O)C1CCCN(C(C)C)CC1 (stereo unspecified)
 : 0.0 | . | -0.3
CCOc1ccccc1CCC(=O)N(C)CC(=O)Nc1c(C)cc(C)cc1C
 : -3.9 | . | 1.7
COc1ccc(Br)cc1CN1C(=O)c2ccccc2S1(=O)=O
 : 4.4 | -5.1 | -6.6
CCN(C/C=C/c1ccccc1)C(=O)c1ccc(Cl)cc1OC
 : -2.2 | -11.5 | 2.3
COCCCN(Cc1c(-c2ccc(F)cc2)noc1N1CCN(C)CC1)C(=S)Nc1ccc(F)cc1
 : 7.5 | -7.0 | -4.6
Brc1nnc2ccc(N3CCOCC3)nn12
 : -1.7 | 1.3 | 3.1
O=C(CCC1CCN(C23CC4CC(CC(C4)C2)C3)CC1)Nc1ccccc1Cl
 : . | -11.0 | -9.4

# As entered above.
# For mcGAS inh, `COc1ccc(CCNC(=O)CCc2cc3c(n2-c2cc(OC)cc(OC)c2)-c2ccccc2CC3)cc1` has -0.8
# For mcGAS inh, `c1cn(Cc2ccc3c(c2)OCO3)c(-c2ccc(C3CCCCO3)o2)n1` (stereo unspecified) has -8.6
# For mcGAS inh, `COC(=O)C(C)Sc1nc2c(cnn2-c2cccc(Cl)c2)c(=O)[nH]1` (stereo unspecified) has -6.0
# For NPYLR7 ag, `COC(=O)CCCCCCC(=O)N1CC(=O)N2CCc3cc(OC)c(OC)cc3C2C1` (stereo unspecified) has 11.8
# For mcGAS inh, `Cc1ccc2[nH]c3c(=O)n(CC(=O)NC(C)C)cnc3c2c1` has -7.6

# Entries of single compounds, quoted from the list:
# Cc1nn(-c2ccc([N+](=O)[O-])cc2)c2c1C(c1ccccn1)N1C(=N2)C(=O)Nc2ccccc21 (stereo unspecified) reads NPYLR7 ag = -0.2; mcGAS inh = .; hcGAS inh = -0.1
# COc1ccc(NC(=O)CN2C(=O)c3ccccc3NC23CCN(C)CC3)cn1 reads NPYLR7 ag = 49.4*; mcGAS inh = .; hcGAS inh = -12.0

# Next compounds.
Molecule	NPYLR7 ag	mcGAS inh	hcGAS inh
CCCC(O)(CCC)CC(=O)N(C)Cc1ccccc1Cl	1.6	.	-14.2
CSc1cccc(NC(=O)c2ccc(-n3nc(-c4cccc(C(F)(F)F)c4)cc3N)cc2)c1	7.6	.	-5.7
COc1ccc(CCN(C)c2nc(SCc3cccc(C(=O)NCC4CCCO4)c3)nc(C)c2C)cc1OC (stereo unspecified)	3.6	-5.3	-11.4
CCC(C)C(=O)Nc1ccc(C)c(S(=O)(=O)N2CCOCC2)c1 (stereo unspecified)	-3.7	.	-5.8
Fc1ccc(N2CCCN(Cc3cnc(-c4ccco4)nc3)CC2)cc1	1.6	-8.8	-2.0
COc1ccccc1N1C(=O)CSC1c1cccc(NC(=O)c2ccc(Cl)cc2)c1 (stereo unspecified)	10.8	-4.3	-9.3
O=C1CC(c2ccco2)Cc2c1cnn2-c1nc2ccccc2s1 (stereo unspecified)	8.7	.	-9.9
Nc1c(Cl)ncnc1NCCO	-13.1	-2.8	-2.0
Cc1ccc(-c2csc(-n3[nH]c(C)c(N=Nc4ccc(F)cc4)c3=O)n2)cc1	2.5	-2.5	-1.6
CCOC(=O)N1CCN(c2cc(Oc3ccc(F)cc3Cl)ncn2)CC1	-8.6	-7.5	-0.6
Cc1cccc2c1N(C(=O)c1ccc(Cl)c(S(=O)(=O)N3CCCC3)c1)CCC2	-1.7	-5.8	-4.7
Cc1noc(-c2ccco2)c1C(=O)N1CCCC(CCc2ccc(C(C)(C)C)cc2)C1 (stereo unspecified)	14.3	3.1	3.8
CC1CC(C)CN(Cc2nc3c(c(=O)n(C)c(=O)n3C)n2CCCc2ccccc2)C1 (stereo unspecified)	5.6	-6.6	-2.8
CCCCN(CC(=O)N(CCc1ccc(OC)c(OC)c1)Cc1ccc(C)s1)C(=O)c1ccc(-c2ccccc2)cc1	20.9	-3.1	-6.2
CC(c1ccccc1)n1c(=O)c(C(=O)N2CCOCC2)nn(-c2ccccc2)c1=O (stereo unspecified)	4.1	-4.5	-4.9
Cc1ccccc1CC1(CO)CCCN(C(=O)CN2CCOC2=O)C1 (stereo unspecified)	4.3	-5.2	-2.3
Cc1csc2nc(Cn3cnc4c3c(=O)n(C)c(=O)n4C)cc(=O)n12	0.0	.	-3.7
CCOC(=O)c1ccc(NC(=O)N2CC(=O)N3CCc4ccc(Cl)cc4C3C2)cc1 (stereo unspecified)	-0.3	-9.4	-10.1
Cc1ccccc1Cn1c(=O)c2c(nc3n2CC(C)CN3Cc2ccccc2)n(C)c1=O (stereo unspecified)	8.5	-7.2	-4.1
COc1ccc(Cn2cccc(C)c2=O)c(Cl)c1	-0.3	.	-10.2
O=C(C1CCCC1)N1CCC(c2cn(Cc3cccc(F)c3)c3ccccc23)CC1	-1.2	-5.7	-5.8
Cc1cc(C)nc(NN=Cc2cc(C)n(-c3ccc(I)cc3)c2C)n1	17.2	-6.7	-14.5
